High-throughput results deposited in PubChem by several laboratories.
AI-2 QS mod: Vibrio harveyi AI-2 quorum sensing modulation | AID 2094 | 300,000 compounds, 0.4% hits | Vibrio harveyi JMH597 AI-2 luminescence/OD600 ratio, 9 h; active compounds read low; strain lacks LuxN and CqsS sensors; 0 = neutral-control median | activity change, % at 7.5 µM; in the data active = activity change below about -75%, passing the limit was not always enough; inconclusive = no clear call, values can overlap the other calls;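 also: luminescence divided by OD600 gain over 9 h not by final OD600 alone; inactives centre near 13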
KLF5 inh: kruppel-like factor 5 inhibition | inhibition, % at 5 µM | DLD-1 KLF5 promoter-luciferase reporter, luminescence | AID 1700 | 290,000 compounds, 0.23% hits;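 active = inhibition above a per-plate limit of that plate's mean compound inhibition plus 3 SD, cut at about 60% in these data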;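 also: 0% = DMSO wells and 100% = LY294002 at 200 µM; higher means less KLF5 promoter-driven luciferase light; inactives centre near -14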
HSF1 inhib: HSF1 inhibition | activity change, negative = inhibition, % at 7.5 µM (by protocol) | 300,000 compounds, 0.77% hits | NIH3T3-HGL HSE-luciferase, MG132-induced, luminescence 8 h; active compounds read low;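 active = more than half of replicate wells show activity change below -50%, luminescence cut by over half; inconclusive = some wells, but at most half, below -50%; inactive = no replicate well below -50%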;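 also: luciferase reports HSF-1 transcriptional activity via heat shock element; 0% = median of DMSO wells and -100% = zero luminescence signal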
HSF1 activator: increases HSF-1 driven luciferase reporter signal | NIH3T3-HGL HSF-1 luciferase reporter, MG132, 8 h; 100% = twice DMSO control signal | activation, % at 9 µM | 300,000 compounds, 1.7% hits | AID 504408;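 active = mean replicate activation of at least 50% with a set share of replicates each reaching 50%; inconclusive = only one of those two conditions met; inactive = mean below 50% and too few replicates reaching it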;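 also: 0% = median of the neutral control wells and 100% = twice that signal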
aSyn 5UTR inh: MLPCN primary screen, SNCA 5' untranslated region | alpha-synuclein 5'UTR reporter, inhibitor activity | inhibition, % (tested at 7.5 µM) | 300,000 compounds, 0.82% hits; in the data active = inhibition above about 60%; inconclusive = no clear call, values can overlap the other calls;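 also: H4 neuroglioblastoma cells stably carrying SNCA 5'UTR luciferase fusion; 0% = DMSO wells and 100% = positive control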
Platelet DG rel: platelet dense granule release activity; AID 1663; 300,000 compounds, 0.22% hits; human platelet-rich plasma, SFLLRN dense granule ATP release, luminescence; inhibition, %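 (compounds screened at 7.5 µM in platelet-rich plasma)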;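 active = mean replicate score, as percent of positive control, at or above 50; inconclusive = mean below 50 but at least one replicate at or above 50; inactive = mean and every replicate below 50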
HSP90 inh: HSP90 refolding inhibition in rabbit reticulocyte lysate; luciferase refolding luminescence, 3 h; inhibition, % at 5.6 µM; 290,000 compounds, 0.91% hits; AID 1789;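 active = inhibition above the screen-wide mean plus 3 SD, computed separately per campaign, cut at about 16% in these data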;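 also: 0% = DMSO wells and 100% = 60 µM geldanamycin wells; inhibitors lower the luminescence because luciferase stays unfolded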
HDAC3 inhib: blocks human histone deacetylase 3; inhibition, % at 8.3 µM; O15379; 320,000 compounds, 0.15% hits; recombinant HDAC3, fluorogenic peptide/trypsin coupled, fluorescence; AID 2718; in the data active = inhibition above about 26%, passing the limit was not always enough; inconclusive = no clear call, values can overlap the other calls
Target sequence (O15379 whole entry, looked up): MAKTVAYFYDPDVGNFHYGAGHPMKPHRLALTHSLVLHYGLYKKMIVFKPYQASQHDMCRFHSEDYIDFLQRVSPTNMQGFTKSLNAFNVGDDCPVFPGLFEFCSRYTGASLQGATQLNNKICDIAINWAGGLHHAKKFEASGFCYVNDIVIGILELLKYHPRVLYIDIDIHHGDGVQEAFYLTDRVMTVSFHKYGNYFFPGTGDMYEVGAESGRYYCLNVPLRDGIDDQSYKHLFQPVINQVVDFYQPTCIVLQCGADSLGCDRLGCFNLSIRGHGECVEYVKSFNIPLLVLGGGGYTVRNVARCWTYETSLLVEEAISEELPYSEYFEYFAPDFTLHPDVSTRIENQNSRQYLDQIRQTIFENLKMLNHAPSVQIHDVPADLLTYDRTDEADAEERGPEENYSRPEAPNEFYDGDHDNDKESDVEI
HIF activator: HIF pathway transcriptional activation | U2OS HRE-luciferase reporter, luminescence; normalized: DMSO 0%, desferrioxamine 100% | activation, % at 7.5 µM (by protocol) | 300,000 compounds, 0.32% hits | AID 1910;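 active = mean activation of at least 10% of the iron chelator positive control signal, with at least half of replicates also reaching 10%; inconclusive = mean and replicate majority disagree about reaching 10%; inactive = mean and most replicates under 10%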
IEC-6 cytotox: IEC-6 cytotoxicity, counter-screen for KLF5 inhibitors. AID 1825. inhibition, % at 5 µM. luminescence viability. 290,000 compounds, 0.78% hits; in the data active = inhibition above about 22%;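 also: 0% = plate median of test compound wells and 100% = cytotoxic reference compound wells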
Numbers without * were called inactive; ? = inconclusive; nt = no result given.

Molecule,AI-2 QS mod,KLF5 inh,HSF1 inhib,HSF1 activator,aSyn 5UTR inh,Platelet DG rel,HSP90 inh,HDAC3 inhib,HIF activator,IEC-6 cytotox
CCOC(=O)C1CCCN(C(=O)c2ccc3c(=O)n(Cc4ccccc4OC)c(=S)[nH]c3c2)C1 (stereo not drawn),33,-24,6,4,-2,2,0,4,-0.5,1
CCCCS(=O)(=O)CC(COc1ccccc1)OC(=O)c1ccccc1 (stereo not drawn),3,-34,2,9,-20,6,2,-4,0.1,-2
COc1cccc(CNC(=O)c2cccnc2Sc2ccc(C)cc2C)c1,26,-31,-7,-5,5,4,-3,9,0.3,-5
CCCc1ccc(Oc2cn[nH]c2-c2ccc(O)cc2O)cc1,?,-2,nt,nt,5,-5,-3,0,-0.7,-2
COCCNC(=O)c1ccc(Cn2c(=S)[nH]c3cc4c(cc3c2=O)OCO4)cc1,25,-43,3,28,9,-13,-2,9,0.0,-5
CN=C(c1ccccc1)c1c(C)cccc1C,7,-13,5,-5,12,-13,1,2,-0.1,3
Cc1cc(/C=C2\NC(=O)N(Cc3ccc(Cl)cc3)C2=O)c(C)n1C,nt,-8,nt,nt,nt,nt,-5,3,nt,1
O=C(N/N=C/c1ccc(OC(F)F)cc1OC(F)F)NC1CCCCC1,8,-21,4,8,11,-1,2,29*,-0.3,6
CCOc1ccccc1C(=O)NCCc1cnc[nH]1,5,-21,1,20,5,-4,0,-4,-0.4,5
COc1cccc(C(=O)NCCCNC(=O)c2cccnc2)c1,6,-6,-3,18,20,5,4,3,0.0,-3
O=C(CS(=O)(=O)c1ccc2ccccc2c1)Nc1ccccc1Cl,31,-5,5,17,17,-5,6,1,0.0,4
NC(=O)CC[C@H](NC(=O)c1ccc(F)cc1)C(=O)OCC(=O)Nc1c(F)c(F)c(F)c(F)c1F,9,-7,-21,6,-1,9,-4,1,-0.2,-2
CCCNC(=O)c1onc(CSc2ccc(F)cc2)c1C(=O)NCC1CC1,11,nt,17,-1,28,-1,nt,11,0.2,nt
COc1ccc(CCNC(=O)CCNC(=O)c2ccc([N+](=O)[O-])cc2)cc1,8,-6,0,-2,-9,4,-1,0,-5.3,4
O=C(NCc1ccccn1)c1ccc(CNS(=O)(=O)c2cccc(Cl)c2)cc1,6,-35,-7,16,-19,-11,-2,-4,-0.1,0
COc1ccccc1NS(=O)(=O)c1cc(C(=O)NCC(C)(C)N2CCOCC2)ccc1C,22,nt,1,-1,7,nt,nt,-4,1.0,nt
O=C(NCC1COc2ccccc2O1)c1cn(Cc2ccc(F)cc2)nn1 (stereo not drawn),20,-38,5,4,28,-1,-3,3,-4.7,-4
CC(C)OC(=O)c1cccc(C(=O)OCc2ccco2)n1,15,-24,-4,-1,8,2,3,2,0.6,10
Cc1nc(Cl)cc(N/N=C/c2ccc(O)cc2O)n1,nt,-55,4,11,-58,26,-3,8,1.5,-1
C/C(CC(=O)Nc1cccc(F)c1)=N\NC(=O)c1ccncc1,20,-6,6,43,24,-8,-5,-2,-0.2,0
COc1ccc(NC(=O)c2ccc(S(=O)(=O)N3CCCCC3)cc2)c(OC)c1,nt,-16,-9,-8,6,-1,2,-9,0.3,-4
Cc1nnc(NC(=O)CCSc2ccccc2)s1,25,3,0,-3,-6,7,3,-1,-0.1,0
C=CCNC(=S)Nc1c(N)n(C)c(=O)n(C)c1=O,16,-9,-5,-10,4,-2,-1,-5,-0.2,-4
COP(=O)(OC)c1nc(-c2ccccc2)oc1NCc1ccccc1,24,-20,-2,20,34,-3,-8,-75,-0.4,-2
O=C(N/N=C/c1c(O)ccc2ccccc12)c1ccc(CO)nc1,-35,41,-2,10,51,-2,-6,3,34*,4
COCC(=O)Nc1nnc(Cc2ccc(OC)cc2)s1,18,-55,-2,-17,-5,-3,-1,3,-0.4,-6
O=P1(Nn2cnnc2)C=C(c2ccccc2)OC(c2ccccc2)=C1,36,-8,1,-8,18,-3,3,-5,-0.1,5
CC(=O)c1ccc(S(=O)(=O)N(C)CCCC(=O)N(C)Cc2c(F)cccc2Cl)cc1,34,-19,-1,1,23,6,-2,2,-0.3,-7
CC(C)c1ccc(NC(=O)c2cc(S(=O)(=O)NCC3COc4ccccc4O3)ccc2F)cc1 (stereo not drawn),38,-20,-17,-35,8,-7,4,4,0.1,6
NC1=NC2(CCCCC2)N(c2ccc(F)cc2F)C(N)=N1,25,-38,-5,11,1,-6,-2,-10,0.1,-4
CCc1ccc(NC(=O)NCCN2CCCCC2)cc1,10,5,0,-9,5,5,-3,-5,-31,1
C/C(=N\NC(=O)c1cccc([N+](=O)[O-])c1)c1ccncc1,1,-27,-2,7,-16,19,-3,2,-0.7,1
COc1cc2[nH]c(C(=O)N3CC(C)OC(C)C3)cc2c(OC)c1OC (stereo not drawn),25,-9,-7,0,17,1,-1,5,0.0,1
COc1ccccc1-c1nnc(SCC(=O)N2CCCC2)o1,33,-54,6,-5,19,-19,-3,-6,0.1,-2
CS(=O)(=O)c1ccc2nc(NC(=O)CN3CCN(Cc4ccccc4)CC3)sc2c1,20,-52,-8,-4,18,4,0,4,-0.5,-2
COCCCNC(=O)c1oc2ccc(S(=O)(=O)N3CCOCC3)cc2c1C,1,-24,2,26,24,-1,-2,-3,-0.1,8
Nc1c(C(=O)NC2CCCC2)c2nc3ccccc3nc2n1/N=C/c1ccco1,16,-20,-4,-8,-4,-1,0,-4,-0.1,1
CCC1CCCCN1CCCNC(=O)c1ccc(CS(=O)(=O)Cc2ccccc2F)o1 (stereo not drawn),30,-20,5,10,5,25,-1,7,0.1,1
CN(CCCNS(=O)(=O)c1cccc2cccnc12)Cc1ccccc1,5,-13,-9,-4,-13,2,3,2,nt,3
CCOc1cc(CNc2cccc3[nH]c(C)nc23)ccc1OC,7,-25,-5,12,38,2,-5,3,-1.6,1
Cc1ccc(-c2noc(CSc3nc(N)cc(N)n3)n2)cc1,57,-101,3,20,-191,-4,1,-9,5.4,4
CN(c1ccccc1)S(=O)(=O)c1ccc(Cl)c(C(=O)NC2=NCCS2)c1,6,-1,1,-12,1,-1,-1,-1,0.0,-8
Cc1cc(N2CC(=O)N(CCc3ccccc3)C(=O)C2)n2ncnc2n1,22,-6,-4,-1,3,-10,4,6,-0.4,3
CN(C)c1ccc(/C=N/n2c(COc3ccccc3)n[nH]c2=S)cc1,15,-24,-4,18,9,-10,6,nt,-0.1,0
COc1ccc(/C=C(/NC(=O)c2ccccc2)C(=O)N/N=C/c2sccc2C)cc1,30,-18,-8,-2,-4,-2,0,9,-0.2,-4
O=C(CCN1C(=O)c2ccccc2S1(=O)=O)Nc1ccc(Cl)cc1,25,0,9,22,-18,0,-1,-1,-0.2,-8
COC(=O)c1ccc(C(=O)OC)c(NC(=O)CN2CCN(c3ccccc3)CC2)c1,11,-12,-2,-14,26,19,0,nt,-0.3,3
CCOC(=O)c1c(S(=O)(=O)N2CCCC(C(=O)Nc3ncccc3C)C2)c(C)n(C)c1C (stereo not drawn),21,-13,-9,-13,-14,-5,-8,1,0.5,-8
C/C(=N\NC(=S)NCc1ccccc1)c1ccccc1F,-18,-9,1,-12,-70,-3,-2,5,2.8,3
COCCCNC(=O)c1c(NC(=O)C2COc3ccccc3O2)sc2c1CCCC2 (stereo not drawn),5,-11,4,12,-35,2,-1,1,-0.6,5
O=C(CSc1ccccn1)Nc1ccc2c(c1)OCO2,11,-62,6,14,-59,-7,-4,nt,1.3,2
CC1=NN(c2nc(C)cc(C)n2)C(=O)C1CCC(C)C (stereo not drawn),5,-19,nt,nt,nt,-6,4,4,nt,2
O=C(Cc1cccc2ccccc12)Nc1ccccc1,-8,nt,3,-8,-1,1,nt,0,0.3,nt
CCN(CC)CCNC(=O)C(=O)Nc1cc2c3c(c1)CCC(=O)N3CCC2,-7,-12,8,-2,-3,-6,3,1,0.6,4
CC(=O)Nc1ccc2nc(-c3cccnc3)[nH]c2c1,49,13,6,15,-24,-11,-2,-4,0.2,4
Cc1ccc2c(c1)NC(=O)C(CC(=O)Nc1ccc(CN3CCC(C)CC3)cc1)O2 (stereo not drawn),20,-31,0,-16,-6,7,3,-4,0.2,4
Cc1cccc(NC(=O)CN2C(=O)N/C(=C/c3cc(C)n(-c4cccnc4)c3C)C2=O)c1,10,-21,1,14,16,-9,2,-3,0.0,1
COc1cccc(C(c2nnnn2Cc2ccco2)N2CCN(c3cccc(C)c3C)CC2)c1OC (stereo not drawn),5,-19,4,8,52,-5,-2,11,-0.3,-8
O=C(NCCN1CCCC1)c1ccc(Cl)cc1,9,-3,-3,-16,-12,3,-2,-3,-0.1,-5
CC(C)(C)c1ccc(N2C(=O)CC(C/C=C/c3ccccc3)C2=O)cc1 (stereo not drawn),5,-2,1,3,4,-21,-5,-1,?,0

Next records follow:
Molecule,AI-2 QS mod,KLF5 inh,HSF1 inhib,HSF1 activator,aSyn 5UTR inh,Platelet DG rel,HSP90 inh,HDAC3 inhib,HIF activator,IEC-6 cytotox
Cc1ccc(C(=O)NC23CC4CC(CC(C4)C2)C3)c(Cl)c1,16,-45,14,18,1,10,0,-8,-0.7,-4
COc1ccc(OC)c(NC(=O)CSc2nc(=O)n(CCN3CCOCC3)c3c2CCC3)c1,21,nt,5,2,7,18,nt,12,-0.1,nt
CC(=O)c1ccc(NC(=O)CSc2nc(=O)n3cccc(C)c3n2)cc1,32,nt,4,16,8,28,nt,1,-0.1,nt
COC(=O)c1sc(-c2ccc(Cl)cc2)cc1NC(=O)/C=C/C(=O)O,nt,-11,42,66*,-4,18,4,2,-0.3,-4
CCN(CC)S(=O)(=O)c1cccc(C(=O)OCC(=O)C23CC4CC(CC(C4)C2)C3)c1,4,-48,-7,-22,-1,-4,-2,-3,0.0,-2
CCOC(=O)c1ccc(Nc2sc(C(=O)c3cccc([N+](=O)[O-])c3)c(N)c2C#N)cc1,2,25,-10,-11,24,-3,1,0,0.9,1
O=C(c1ccc2c(c1)N(Cc1ccccc1F)C(=O)c1ccccc1S2)N1CCOCC1,14,-22,-2,-2,-3,-2,3,3,-0.3,-2
Cc1ccc(C)c(NC(=O)CSc2nnc(CCNC(=O)OC(C)(C)C)o2)c1,14,-21,3,4,0,-7,0,1,-0.7,-1
COC(=O)[C@@]12CCCCN1[C@H](c1ccc(SC3CCCCC3)cc1)[C@H]1C(=O)N(C)C(=O)[C@H]12,15,nt,20,43,22,-2,nt,1,-0.1,nt
COc1ccc(S(=O)(=O)N2CCC(C(=O)Nc3ccccc3N3CCCC3)CC2)cc1OC,3,-8,-1,1,24,-1,-2,-3,0.1,-3
O=C(NCCN1CCOCC1)c1noc2c1CCc1ccccc1-2,11,-18,4,26,-104,1,3,-12,2.1,6
CS(=O)(=O)c1ccc(Cl)c(NC(=O)CSc2n[nH]c(N)n2)c1,10,nt,-7,-1,5,-8,nt,-2,-0.1,nt
O=C(Nc1ccc(CN2CCCCC2)cc1)c1sc2ccccc2c1Cl,-5,-36,nt,nt,-159,-1,0,-1,nt,1
O=C(O)c1ccc2c(c1)C(=O)/C(=C\c1ccco1)C2=O,9,8,0,-2,1,-1,12,5,-0.1,-22
CCOc1cccc(/C(O)=C2/C(=O)C(=O)N(CCN3CCOCC3)C2c2ccncc2)c1 (stereo not drawn),1,-26,-2,4,22,4,0,4,-0.4,0
